Compound activity from PubChem.
RGS4 inhibitor = inhibitors of human regulator of G protein signaling 4. 390,000 tested, 0.039% active. P49798. Transcreener GDP fluorescence polarization, RGS4-accelerated GTP hydrolysis. Potency, µM (doses to about 114 µM), without a hit: top-dose activity change, negative = inhibition, most hits filed as inhibitors; also: potency is read from the fitted curve at half-maximal effect; % is scaled to controls: 0 for no effect and ±100 for the full control effect; nearly all actives have a fitted effect of over 75% in size; some results filed as inactive show a strong effect at the top dose
Target sequence (P49798 whole entry, looked up): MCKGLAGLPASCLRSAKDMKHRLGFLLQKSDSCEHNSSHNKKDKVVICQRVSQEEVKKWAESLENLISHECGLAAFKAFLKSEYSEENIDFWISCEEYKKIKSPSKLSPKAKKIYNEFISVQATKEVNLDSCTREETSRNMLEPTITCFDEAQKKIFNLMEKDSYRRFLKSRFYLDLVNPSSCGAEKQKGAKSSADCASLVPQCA
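MLSMR compounds (23 nl, pin-transferred) preincubated 10 min at room temperature with a 500nM (2x) first reagent, then RGS4 at 900nM (2x) plus Transcreener GDP mix added; fluorescence polarization (620/688 nm) read before and after 90 min at 30 °C.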
Vif-APOBEC3G blk = blocks the Vif interaction with human APOBEC3G | HeLa A3G-eYFP + Vif (tagged APOBEC3G with the HIV-1 protein that degrades it), YFP fluorescence, overnight | Potency, µM (doses to about 46.1 µM), for the others: at the highest dose activity, negative = active, actives largely listed as inhibitors | 410,000 tested, 0.076% active | AID 602310;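 also: potency is read from the fitted curve at half-maximal effect; % is scaled to controls: 0 for no effect and ±100 for the full control effect; nearly all actives have a fitted effect of over 60% in size; hits raise eYFP signal because A3G escapes Vif-driven loss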
Target sequence (Q9HC16 whole entry, looked up): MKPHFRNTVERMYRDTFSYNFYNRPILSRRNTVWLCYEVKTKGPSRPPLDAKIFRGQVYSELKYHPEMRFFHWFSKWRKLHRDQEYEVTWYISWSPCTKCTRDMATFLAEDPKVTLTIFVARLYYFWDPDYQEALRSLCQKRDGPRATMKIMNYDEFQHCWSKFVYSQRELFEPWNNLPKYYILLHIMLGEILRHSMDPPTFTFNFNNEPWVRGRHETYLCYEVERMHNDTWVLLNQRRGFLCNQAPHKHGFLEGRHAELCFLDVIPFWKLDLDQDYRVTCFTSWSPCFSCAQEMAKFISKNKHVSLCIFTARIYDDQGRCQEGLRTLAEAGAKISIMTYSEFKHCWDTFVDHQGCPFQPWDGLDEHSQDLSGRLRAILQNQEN
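HeLa cells stably expressing Vif and C-terminally eYFP-tagged A3G, seeded overnight at 37 deg C, then exposed to compound by pintool overnight at 37 deg C. Rise in yellow fluorescence (Ex 488/Em 500-530, Acumen) marks blocked Vif-driven A3G degradation.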
mIDH1 inhibitor = inhibitors of human mutant IDH1 R132H; AID 602179; 390,000 tested, 0.093% active; Potency, µM (top dose mostly 76.6 µM), inactives show top-dose activity change, negative = inhibition, usual class: inhibitors; O75874; IDH1-R132H enzyme, NADPH consumption, diaphorase/resazurin fluorescence; also: potency is read from the fitted curve at half-maximal effect; % is scaled to controls: 0 for no effect and ±100 for the full control effect; nearly all actives have a fitted effect of over 65% in size
Target sequence (O75874 whole entry R132H, stated change not applied): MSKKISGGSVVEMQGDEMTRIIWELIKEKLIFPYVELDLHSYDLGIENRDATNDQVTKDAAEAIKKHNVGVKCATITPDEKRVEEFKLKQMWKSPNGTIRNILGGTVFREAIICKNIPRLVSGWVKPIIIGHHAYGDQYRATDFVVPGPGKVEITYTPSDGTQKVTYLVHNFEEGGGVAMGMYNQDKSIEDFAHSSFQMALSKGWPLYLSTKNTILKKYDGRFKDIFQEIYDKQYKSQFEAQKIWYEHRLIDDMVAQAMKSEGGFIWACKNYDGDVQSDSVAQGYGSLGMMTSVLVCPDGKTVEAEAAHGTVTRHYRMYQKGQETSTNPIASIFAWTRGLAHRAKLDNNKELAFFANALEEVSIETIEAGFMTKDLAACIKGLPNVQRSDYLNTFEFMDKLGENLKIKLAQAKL
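IDH1-R132H (0.5 ug/mL) preincubated 30 min with compound, then NADPH (0.016 mM) and alpha-KG (2 mM) added; 80 min at RT, pH 7.5. Remaining NADPH coupled via diaphorase/resazurin to fluorescence (540/590 nm); concentration-response curves normalized to no-enzyme control.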
rTrxR1 inhibitor = inhibitors of rat thioredoxin reductase 1; recombinant rTrxR1, NADPH fluorescence consumption, selenite substrate; Potency, µM (highest dose often 114 µM), for inactives: top-dose activity change, negative = inhibition, actives largely listed as inhibitors; 390,000 tested, 1% active; O89049; also: potency is read from the fitted curve at half-maximal effect; % is scaled to controls: 0 for no effect and ±100 for the full control effect; nearly all actives have a fitted effect of over 65% in size
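Rat TrxR1 (90 nM in the dispensed reagent) was pre-reduced with 400 uM NADPH for 5 min at room temperature, then incubated with compound for 15 min. After 400 uM selenite was added, NADPH fluorescence (Ex 340/Em 450 nm) was followed for 8 min.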
Vif-APOBEC3F blk = blocks the Vif interaction with APOBEC3F; HeLa A3F-eYFP + Vif (tagged APOBEC3F with the HIV-1 protein that degrades it), YFP fluorescence increase; Potency, µM (highest dose often 46.1 µM), for inactives: at the top dose activity, negative = active; 390,000 tested, 0.2% active; AID 602313; also: potency is read from the fitted curve at half-maximal effect; % of control where 0% means no effect; nearly all actives have a fitted effect of over 65% in size
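HeLa cells stably expressing Vif plus C-terminally eYFP-tagged A3F were seeded, incubated overnight at 37 deg C, dosed with compound, incubated overnight again at 37 deg C. Yellow fluorescence (Ex 488/Em 500-530) reported blocked Vif-mediated A3F-eYFP degradation.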
USP1-UAF1 inh = blocks the human USP1/UAF1 deubiquitinase complex | O94782 | recombinant USP1/UAF1, Ub-Rhodamine cleavage fluorescence | Potency, µM (titrated, usually from 57.1 µM), inactives show at the top dose activity change, negative = inhibition, usual class: inhibitors | 390,000 tested, 0.23% active; also: potency is read from the fitted curve at half-maximal effect; % is scaled to controls: 0 for no effect and ±100 for the full control effect; nearly all actives have a fitted effect of over 60% in size; inactives centre near -12
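1 nM enzyme complex + cpd, 15 min RT; start with Ub-Rho 150nM final; kinetic fluorescence ex 480/em 540, 6 reads q60 s. Buffer 50mM HEPES pH 7.8, 0.5mM EDTA, 0.1 mg/ml BSA, 1mM TCEP, 0.01% Tween-20.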
LDHA inh = inhibitors of human lactate dehydrogenase A | AID 1347041 | 480,000 tested, 0.15% active | activity change, % (values are at about 110 or 230 µM) | purified LDHA, NADH/diaphorase-resazurin fluorescence; active compounds read low | P00338; in the data active = activity change below about -30%; inconclusive = mostly about -25% to -30%;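 also: plate controls were DMSO wells for no effect and wells without enzyme for full effect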
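Resorufin fluorescence (ex540/em590), read at 0 and 20 min after diaphorase/resazurin addition, reports the NADH left after a 5 min room-temperature reaction of 2 nM human LDH5 with 0.06 mM NADH and 0.2 mM pyruvate.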
TrxR1 substrate = substrates of rat thioredoxin reductase 1; Potency, µM (highest dose often 114 µM), for the others: top-dose activity change, negative = substrate turnover; AID 588456; 390,000 tested, 0.01% active; purified TrxR1 substrate turnover, NADPH consumption readout; also: potency is read from the fitted curve at half-maximal effect; % is scaled to controls: 0 for no effect and ±100 for the full control effect; nearly all actives have a fitted effect of over 50% in size
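Rat TrxR1, dispensed at 90 nM, was prereduced with 400 uM NADPH (final) for 5 min at ~22 deg C, then incubated with compound 15 min before 400 uM selenite. A first-read NADPH fluorescence drop versus no-compound background flagged substrates.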
Glioma ERSR ind = inducers of ER stress response in human glioma cells; AID 602332; 420,000 tested, 0.02% active; U87-MG GRP78 promoter luciferase reporter, 16 h; Potency, µM, for inactives: top-dose activation, most hits filed as activators; also: potency is read from the fitted curve at half-maximal effect; series mostly up to about 76 µM; % of control where 0% means no effect; nearly all actives have a fitted effect of over 35% in size
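Stably transfected U87-MG glioma cells carrying a GRP78-based luciferase sensor; 16 h compound incubation. Luminescence end-point read 10 min after Bright-Glo addition at room temperature.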
The depositor's hits bear a star; ? = inconclusive; . = not tested or not shown; [ ] = remark or other dose. Unless noted, calls follow the shape of the dose curve; as a rule, active = well fitted curve in the direction sought with a large enough effect; inconclusive = small, poorly fitted or top-dose-only effect, or another doubt; inactive = no such curve, though single readings can be large; an effect the other way counts as inactive or inconclusive. The list is partial; count on the stated rates, not on these rows.

Structure	RGS4 inhibitor	Vif-APOBEC3G blk	mIDH1 inhibitor	rTrxR1 inhibitor	Vif-APOBEC3F blk	USP1-UAF1 inh	LDHA inh	TrxR1 substrate	Glioma ERSR ind
Cc1c(C)c(C)c2[nH]c(-c3ccc4c(c3)OCO4)nc2c1C	-22%	-5%	5%	40%	-15%	?	-2	71%[activator]	-6%
O=c1cc(O)c2c(=O)n(Cc3ccccc3)c3ccccc3c2o1	8%	0%	-1%	10%[57.1 µM]	7%	-11%	2	3%[57.1 µM]	-3%
CCOC(=O)c1cc2c(=O)c3cc(C)ccc3oc2nc1C	-41%[56.9 µM]	-1%	-22%	20%	-5%	-12%	-8	-1%	3%
COc1ccc(CCNc2nc(-c3ccc(NC(C)=O)cc3)cs2)cc1OC	-35%	-5%	-1%	2%[57.1 µM]	7%	-20%	-4	-6%[57.1 µM]	-7%
O=c1[nH]cccc1-c1nc2ccccc2n1Cc1ccc(Cl)cc1	3%	-6%	1%	15%	1%	-25%	-3	222%[activator]	-5%
Cc1ccc(-c2nc(N/N=C/c3cccnc3)c3ccccc3n2)cc1	2%	-11%	4%	12%	-2%	-22%	-8	2%	5%
COc1ccc(CCNC(=O)CN2CCC(C(N)=O)CC2)cc1	17%[11.4 µM]	-1%	-3%	20%	1%	-1%	-2	8%[57.1 µM]	0%
Cc1nc(Nc2ccc(C(=O)O)cc2)nc(Nc2ccc(C(=O)O)cc2)c1[N+](=O)[O-]	-24%[56.9 µM]	1%	10%	-4%	5%	?	-4	-12%	-8%
C=CCNC(=O)c1c(Cl)cnn1-c1ccc(C)cc1	-4%	2%	0%	-10%[57.1 µM]	-7%	-15%	-2	-6%[57.1 µM]	4%
O=C(O)c1cccnc1Oc1ccccc1	24%	1%	22%	11%[11.4 µM]	-2%	-5%	-8	9%[57.1 µM]	-2%
O=C(NCc1ccccc1)C1CCCN(C(=O)c2ccc(F)cc2)C1 (stereo unspecified)	1%	0%	6%	-15%	-4%	-9%	-2	-15%	-5%
Cn1nc(C(C)(C)C)c([N+](=O)[O-])c1C(=O)N1CCOCC1	-47%	2%	3%	7%	4%	-7%	-5	4%	-2%
CCOC(=O)C1(Cc2cccc(OC)c2)CCN(CCO)CC1	1%	-5%	1%	14%	4%	-9%	-5	9%[57.1 µM]	-5%
Cc1cccc2c1-c1sc(C(=O)N3CCN(c4cccc(Cl)c4)CC3)cc1CO2	8%	4%	0%	47%[activator]	4%	-16%	-2	38%[activator]	-4%
COc1ccc(-c2nnc(Nc3ccc(OC)c(C(=O)N4CCCCC4)c3)c3ccccc23)cc1	-26%	-3%	1%	1%	2%	-21%	1	-6%	-6%
CC(=O)Cc1nsc(NC(=O)c2ccccc2)n1	?	2%	1%	0%	-6%	-9%	-5	15%	4%
Cc1ccc(C(=O)Nc2ccc(C(=O)N3CCCCC3C)cc2)cc1 (stereo unspecified)	-8%	-3%	9%	14%[57.1 µM]	6%	-12%	-11	7%	0%
COc1ccccc1CN1CCNC(=O)C1CC(=O)N(C)C1CCOCC1 (stereo unspecified)	.	-3%	1%	.	-4%	-10%	5	.	-2%
O=C(CCCCCn1nnc2ccccc2c1=O)N[C@H](C(=O)O)c1ccccc1	-6%	-1%	-3%	17%	8%	-13%	-7	2%	-5%
CCOC(=O)C1(Cc2ccccc2)CCN(CC2CC=CCC2)CC1 (stereo unspecified)	-3%	-1%	3%	11%	-29%	-25%	-3	3%[57.1 µM]	3%
O=C(NCC(=O)N(Cc1ccco1)C(C(=O)NC1CCCCC1)c1cccnc1)c1ccco1 (stereo unspecified)	1%	-4%	1%	-2%	0%	-9%	-2	3%	-3%
NC(=O)[C@@H]1CCCN1Cc1nc(Cc2ccccc2F)no1	4%	3%	18%	16%	-19%	-18%	-1	3%	8%
Cn1nccc1C(=O)N1CCN(C23CC4CC(CC(C4)C2)C3)CC1	2%	3%	-13%	?	1%	-24%	-3	5%	7%
O=C(Nc1cccnc1)C(Cc1ccccc1)n1cccc1 (stereo unspecified)	10%	1%	3%	11%[57.1 µM]	?	-8%	-19	14%[57.1 µM]	-4%
COc1ccc(NC(=S)NCCCCCC(=O)C[N+](=O)[O-])cc1	?	-9%	-1%	-8%	-24%	-26%	2	-1%	1%
Cc1sc2ncn(CC(=O)Nc3ccccc3F)c(=O)c2c1-c1ccccc1	-2%	0%	-8%	9%[57.1 µM]	3%	-12%	-8	2%[57.1 µM]	-4%
CCOc1ccc(-c2nc(C#N)c(N3CCOCC3)o2)cc1	0%	0%	10%	23%	4%	-17%	-8	250%[activator]	-1%
Cc1ccc(-c2csc(Nc3ccccc3)[n+]2CCc2ccccc2)cc1	0%	-2%	0%	26%	14%	-22%	1	-3%	-2%
COc1ccc(CNC(=O)CNC(=O)[C@@H]2Cc3ccccc3CN2)cc1	-6%	2%	6%	11%	1%	-11%	-1	-1%	-4%
O=[N+]([O-])c1ccc(Cl)c(S(=O)(=O)/N=C(/Sc2ccc(Br)cc2)c2ccccc2)c1	?	-2%	.	-9%	.	.	-3	-2%	-3%
O=C(O)c1ccc(N/N=C/c2ccc3c(c2)OCO3)cc1	0%	-8%	-4%	1%[57.1 µM]	-17%	-14%	1	1%[57.1 µM]	-15%
Cn1c2c(c(=O)n(C)c1=O)[C@@H]1c3c(ccc4ccccc34)OC[C@@H]1CO2	-21%	3%	6%	-6%	-3%	-4%	-4	-4%	-3%
CCc1cc2cc(C(=O)Nc3ccccc3F)sc2s1	16%	1%	7%	9%	-6%	8%	0	-6%	5%
CCCN1CCC(=O)N(C(CSc2ccc(OC)cc2)CC(C)C)CC1 (stereo unspecified)	1%	0%	.	-3%	.	.	.	-4%	-2%
NC(=O)c1ccc(NC(=O)COc2cccc3c2CCNC3=O)cc1	14%	-3%	5%	-7%	2%	-8%	-2	-7%	1%
O=c1c(S(=O)(=O)c2ccccc2)cn(Cc2cccc(F)c2)c2cc(N3CCCC3)c(F)cc12	23%	-2%	-18%	13%	3%	-3%	-6	1%	-2%
Cc1ccc2c(c1)N(C(=O)N1CCC(C(=O)NC3CCCCCC3)CC1)CC(C)O2 (stereo unspecified)	-4%	4%	-5%	19%	8%	-5%	-4	0%	-3%
O=C(O)CNC(=O)C1(NC(=O)OCc2ccccc2)CCCC1	-28%	0%	5%	9%[57.1 µM]	1%	?	-6	-4%[57.1 µM]	-3%
Cc1cccc(C2N(c3nccs3)C(=O)C3CCCN32)c1 (stereo unspecified)	-2%[11.4 µM]	1%	4%	15%[57.1 µM]	3%	-14%	2	9%[57.1 µM]	1%
C[N+]12CCCCC1[C@@H](CO)CCC2 (stereo partly specified)	1%	2%	-13%	13%	-28%	-8%	-23	1%	-2%
CC(C(=O)Nc1ccc2c(c1)OCCO2)N1CCN(C(=O)c2ccco2)CC1 (stereo unspecified)	-33%	0%	3%	8%[57.1 µM]	0%	-11%	-2	4%[57.1 µM]	-3%
CCOc1ccc(NC(=O)CN(C)C(=O)c2cccc(S(=O)(=O)N3CCCC3)c2)cc1OCC	18%	8%	0%	-11%[57.1 µM]	-5%	-21%	-3	-6%[57.1 µM]	-5%
Cc1ccc(CNC(=O)c2cn(C)c(=O)c3c2c2ccccc2n3C)o1	-23%	0%	0%	16µM*	2%	-11%	-7	10%	-2%
O=C(NC1CSCC1OC(=O)c1ccccc1)c1ccccc1 (stereo unspecified)	4%	-8%	5%	-15%	-4%	-25%	-4	-10%	-8%
COC(=O)c1cccc(C(=O)Oc2cccc(Br)c2)n1	-11%	3%	9%	-4%[57.1 µM]	-5%	1%	-6	-1%[57.1 µM]	-5%
COc1ccc(CN(CCCN2CCOCC2)C(=O)Nc2ccccc2)cc1OC	21%	1%	-1%	19%	-1%	6%	-2	-1%	-3%
CCN(CC(=O)Nc1cc(Cl)ccc1C)C(=O)C1CCN(c2ncnc3sc(C)c(C)c23)CC1	.	-7%	11%	.	-6%	-29%	2	.	-8%
O=C(CCN1C(=O)/C(=C/c2ccccc2)SC1=S)Nc1cccnc1	-6%	0%	-3%	14%[57.1 µM]	1%	-17%	-6	9%[0.0914 µM]	-3%
COc1ccc(OC)c(CCNC(=O)CN2C(=O)CCSc3ccccc32)c1	-5%[56.9 µM]	-1%	0%	18%	3%	-25%	2	4%	-5%
Cc1cccc(C(=O)N(NC(=O)Oc2ccccc2)C(C)(C)C)c1	-19%	-6%	-5%	2%	4%	-2%	-5	3%	-3%
COc1ccc(-n2cccc2/C=C/[N+](=O)[O-])cc1	?	?	9%	10µM*	6%	-16%	13	3%	-13%
O=c1[nH]c(=S)n(-c2ccc(Br)cc2)c2ncccc12	2%	-9%	4%	-1%	-21%	-21%	-6	3%	5%
